High-throughput results from PubChem.
TbPYK inhibitor = T. brucei pyruvate kinase inhibition; Q57TT1; TbPYK enzyme, Kinase-Glo Plus ATP luminescence, 45 min; Potency, µM (doses to about 76.8 µM), without a hit: top-dose activity, negative = inhibition, usual class: inhibitors; 0.12% of 410,000 active; AID 624173; also: potency is read from the fitted curve at half-maximal effect; % is scaled to controls: 0 for no effect and ±100 for the full control effect; nearly all actives have a fitted effect of over 50% in size
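Luminescence from Kinase-Glo Plus, added after a 45-minute room-temperature reaction, served as the end-point read-out. The enzyme and substrate were preincubated with compound before ADP (130 uM final) initiated turnover. Concentration-effect curves came from normalized qHTS data.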
Cycloheximide cs = affects cycloheximide protein synthesis inhibition readout, counter-screen; cell reporter, cycloheximide protein synthesis inhibition counterscreen; max response, %; 12% of 300,000 active; in the data active = max response mostly above about 13%, no sharp cut-off; inactive = mostly below about 14%; also: read at 38.3 µM for the half of the compounds with a filed dose; 0% is about no effect
Pf growth 96h = P. falciparum growth inhibition at 96 hours | 6.9% of 320,000 active | Potency, µM (titrated, usually from 28.7 µM), inactives show top-dose activity change, negative = inhibition, usual class: inhibitors | AID 504834 | P. falciparum luciferase reporter growth, 96 h; also: potency is read from the fitted curve at half-maximal effect; % is scaled to controls: 0 for no effect and ±100 for the full control effect
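Infected RBCs, 2% Hct / 0.05% parasitemia final; luciferase-reporter P. falciparum; cpd 96 h, 37 C, 5% CO2; luciferase detection reagent; luminescence.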
Shiga inhibitor = inhibitors of Shiga toxin in Vero cells; 9.2% of 290,000 active; AID 2315; inhibition, % at 38.7 µM; Vero cells, Shiga toxin protein synthesis inhibition reporter; in the data active = inhibition mostly above about 28%, no sharp cut-off; inactive = mostly below about 43%; also: 0% is about no effect
LmPK inhibitor = LmPK (Leishmania mexicana) enzyme inhibition; Q27686; purified LmPK, Kinase-Glo ATP luminescence, 1 h; Potency, µM (top dose mostly 57.5 µM), inactives show top-dose activity change, negative = inhibition, most hits filed as inhibitors; 0.37% of 290,000 active; also: potency is read from the fitted curve at half-maximal effect; % is scaled to controls: 0 for no effect and ±100 for the full control effect
Target sequence (Q27686 whole entry, looked up): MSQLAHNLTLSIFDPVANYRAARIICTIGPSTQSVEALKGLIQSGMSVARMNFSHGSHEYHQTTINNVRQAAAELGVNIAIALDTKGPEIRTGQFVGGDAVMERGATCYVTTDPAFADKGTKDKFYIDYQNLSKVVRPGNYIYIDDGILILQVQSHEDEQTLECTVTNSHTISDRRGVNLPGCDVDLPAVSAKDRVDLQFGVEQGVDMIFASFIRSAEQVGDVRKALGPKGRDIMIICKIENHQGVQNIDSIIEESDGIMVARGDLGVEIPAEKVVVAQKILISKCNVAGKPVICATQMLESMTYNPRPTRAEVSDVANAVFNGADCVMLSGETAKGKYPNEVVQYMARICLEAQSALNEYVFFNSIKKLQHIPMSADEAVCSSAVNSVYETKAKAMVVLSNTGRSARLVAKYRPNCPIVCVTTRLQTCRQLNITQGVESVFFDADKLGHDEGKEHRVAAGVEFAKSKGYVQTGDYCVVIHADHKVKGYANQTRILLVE
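Pyruvate kinase activity monitored as ATP production (luciferase luminescence). Conditions: 0.1 nM enzyme, 0.5 mM PEP, 0.1 mM ADP, 1 h, RT; normalized against uninhibited and no-enzyme wells.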
HCV inhibitor = inhibitors of hepatitis C virus infection. Huh7.5.1 HCVcc-Cre infection, luciferase reporter, 44 h. Potency, µM (top dose mostly 41.8 µM), for inactives: at the top dose activity change, negative = inhibition, most hits filed as inhibitors. 3.4% of 340,000 active. AID 651820; also: potency is read from the fitted curve at half-maximal effect; % is scaled to controls: 0 for no effect and ±100 for the full control effect
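Reporter virus HCVcc-Cre (~0.5 moi) infects cells exposed to compound; seeding density 1,000 cells/well with 4 h settling beforehand. Luminescence, 15 sec read, taken 44 h post-infection following a 15 min RT substrate incubation.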
Pf growth 48h = P. falciparum growth inhibition at 48 hours (one generation); P. falciparum luciferase growth in erythrocytes, 48 h; AID 504832; Potency, µM (series often up to 28.7 µM), for the others: at the top dose activity change, negative = inhibition, hits mostly inhibitors; 5.9% of 310,000 active; also: potency is read from the fitted curve at half-maximal effect; % is scaled to controls: 0 for no effect and ±100 for the full control effect
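Erythrocytes infected with P. falciparum carrying an integrated firefly luciferase reporter (2% hematocrit, 0.1% parasitemia final) were exposed to compounds in RPMI 1640 with 0.5% Albumax at 37 C, 5% CO2. Growth inhibition was scored as reduced luminescence.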
An asterisk follows results filed as active; i = inactive; ? = inconclusive; . = not tested or not shown; & = joins results of further samples; ! = a repeat was not active; [ ] = remark or other dose. Unless noted, calls follow the shape of the dose curve; as a rule, active = well fitted curve in the direction sought with a large enough effect; inconclusive = small, poorly fitted or top-dose-only effect, or another doubt; inactive = no such curve, though single readings can be large; an effect the other way counts as inactive or inconclusive.

SMILES	TbPYK inhibitor	Cycloheximide cs	Pf growth 96h	Shiga inhibitor	LmPK inhibitor	HCV inhibitor	Pf growth 48h
C=C(C)C1CC=C(C)/C(=N\NC(=O)CNc2cccc3ccccc23)C1 (stereo unspecified)	3%	1	?	-7	-3%	?	5%
NC(=O)COc1ccccc1C(=O)NC12CC3CC(CC(C3)C1)C2	-1%	0	27%	-4	-2%	0%	11%
Cn1cc(CCC(=O)NCc2cccc(Cl)c2)c2ccccc21	10%	-6	21%	-7	1%	?	-9%
COc1ccccc1NC(=O)Nc1ccccc1C(N)=O	-3%	19	37%[activator]	19	-3%	10%	35%[activator]
CCOC(=O)c1ccc2[nH]cc(C(C)=O)c(=O)c2c1	1%	0	3%	-1	-1%	3%	4.7µM*
CNC(=O)c1sc(Nc2ccc(OCc3ccccc3)cc2)nc1C	-8%	10	1%	43	0%	?	-18%
CN(C)[C@H]1N(C(=O)c2ccc(Br)cc2)N=C2c3ccccc3S(=O)(=O)N21	-9%	1	-9%	-14	-3%	1%	.
CCCCc1c(O)c2ccccc2n(CCCC)c1=O	4%	-3	7%	-5	-1%	8%	2%
CC1(C)[N+]([O-])=C2C(=[N+]([O-])C1(C)C)c1ccccc1/C2=N\O	-4%	-4	?	-3	2%	22%	?
COc1ccccc1CNC(=O)c1ccc(CNc2c(N3CCCC3)c(=O)c2=O)cc1	-3%	-6	4.7µM*	-10	0%	-16%	?
Cc1cc2ncc(-c3ccc(Cl)cc3)cn2n1	-5%	37*	.	93*	2%	22%	i
NC1=NC[C@@H](Cc2ccc(O)cc2)N1CCc1cc(C(F)(F)F)cc(C(F)(F)F)c1	0%	-5	3.3µM*	-16	-7%	26%	5.9µM*
O=C(Nc1c(F)cccc1F)c1ccc2c(c1)CCN2S(=O)(=O)c1ccccc1	2%	-3	72%[activator]	-9	1%	?	-23%
Cc1ccc(CNC(=O)C(NS(=O)(=O)c2cccs2)C(C)C)cc1 (stereo unspecified)	2%&-13%	-1	-2%	1	-1%	-15%	?
CCCCN(C(=O)c1c(C)noc1C)c1c(N)n(CCCC)c(=O)[nH]c1=O	-7%	.	2%	.	.	-2%	-26%
COC(=O)COc1ccc(S(=O)(=O)Nc2ccc3c(c2)OCO3)cc1	0%	4	47%[activator]	15	-10%	11%	13%
CSCC(C)N1CCC(N2CCC(C(=O)NCc3ccccn3)CC2)CC1 (stereo unspecified)	5%	-3	-17%	-6	-6%	2%	0%
c1ccc(-n2ccnc2)cc1	-10%	-2	9%	10	-7%	13%	37%[activator]
Cc1ccc(COn2nnc3ccc(S(=O)(=O)N4CCOCC4)cc32)cc1	-13%	.	?	.	.	?	-12%
N#Cc1cnn(-c2ncnc3sc(-c4ccccc4)cc23)c1N	-4%	-3	28%	4	3%	?	8%
COc1ccc2c(c1)c(C(=O)N1CCN(C)CC1)c(C)n2-c1ccccc1	-4%	1	5%	11	-1%	8%	-18%
NC(=O)C1CCCc2c1n(Cc1ccccc1)c1ccccc21 (stereo unspecified)	2%	-2	3%	-3	1%	-21%	11%
CC1CCN(C(=O)c2ccc(CSc3ccc(Cl)cc3)cc2)CC1	-5%	-4	?	1	5%	?	?
CCOc1ccc(NC(=S)N(CCN2CCOCC2)Cc2cc3cc4c(cc3[nH]c2=O)OCO4)cc1	-1%	6	-15%	19	2%	3%	?
COc1ccc(NC(=O)c2cc3c(CO)cnc(C)c3oc2=Nc2cccc(C)c2)c(OC)c1	-8%	-2	6%	-4	-4%	-17%	1%
The list continues.
SMILES	TbPYK inhibitor	Cycloheximide cs	Pf growth 96h	Shiga inhibitor	LmPK inhibitor	HCV inhibitor	Pf growth 48h
N=C1SCC(=O)N1c1ncc(Cc2ccc(F)cc2)s1	-1%	-2	114%[activator]	-5	0%	-2%	?
O=C(c1cc(-c2ccc(Cl)cc2)on1)N1CCN(c2ccccc2)CC1	0%	30*	67%[activator]	68*	-3%	15%	109%[activator]
[N-]=[N+]=NC1C[C@H](n2ccc(=O)[nH]c2=O)O[C@@H]1CO (stereo partly specified)	10%	-2	4%	-7	1%	3%[8.37 µM]	-9%
CCC(=O)N1CCc2cc(OC)c(OC)cc2C1COc1ccc(OC)cc1 (stereo unspecified)	2%	0	53%[activator]	-16	-8%	1%	-3%
CCN(CC)CCCN1C(=O)c2oc3ccccc3c(=O)c2C1c1cccnc1 (stereo unspecified)	1%	4	0%[5.75 µM]	17	-1%	9%	-20%
Cc1onc(-c2ccccc2Cl)c1C(=O)NCc1ccco1	-12%	-3	6%	2	3%	4%	-7%
COCc1nnc(NC(=O)c2c(-c3c(Cl)cccc3Cl)noc2C)s1	-1%	3	4%	-11	-1%	9%	1%
CN(CC(=O)Nc1ccccc1Br)C(=O)CCc1nc2ccccc2c(=O)[nH]1	0%	.	?	.	.	12%	-12%
COc1ccc(OC)c(NC(=O)CCNS(=O)(=O)c2cccc3nsnc23)c1	7%&-5%	-2	?	-1	0%	-11%	12%
O=C(CCC1CCCCC1)NC1=NCCS1	-7%	-4	10µM*	-1	2%	28%	71%[activator]
COc1ccc(/C(N)=N/O)cc1O	-5%	-5	-6%	12	-1%	24%	26%
COc1ccc(-c2cc(C(F)F)n3ncc(C(=O)N4CCSCC4)c3n2)cc1	-1%	-2	.	-6	0%	?	?
CC(=O)Nc1ccc(CN2CCC(CO)(CCOc3ccccc3)CC2)cc1	1%	-1	?	-3	-8%	12%	24%
CC(=O)C1=C(O)C=C(c2ccco2)CC1c1ccco1 (stereo unspecified)	-4%	-2	.	-5	5%	1%	8%
Cc1ncccc1C(=O)N1CCCC(CNC(=O)c2ccc(-c3ccccc3)cc2)C1 (stereo unspecified)	-7%	18	17%	7	0%	?	?
CC(=O)NCCC(=O)Nc1nc2c(ccc3ccccc32)s1	1%	15*	20%	20	-1%	-9%	30%[activator]
CC(Cn1cncn1)C(=O)N1CCN(S(=O)(=O)c2ccc(Cl)cc2)CC1 (stereo unspecified)	2%	-4	-18%	-7	-6%	22%	-1%
O=C(NCc1ccncc1)c1ccc(Cl)c(S(=O)(=O)N2CCCCC2)c1	3%	-1	20%	-16	1%	7%	?
CCNC(=O)CSc1nnc(-c2cccs2)o1	-5%	11	1%	9	-1%	24%	8%
COC(=O)c1c(NC(=O)C2CC2)sc2c1CCN(C(C)=O)C2	-11%	4	-9%	-2	2%	-11%	-10%
O=Cc1ccccc1Oc1ccccc1	-11%	1	29%	17	1%	8%	2%
CCOc1ccc(CN(C)CC(=O)Nc2cccc3ccccc23)cc1OC	-6%	-3	?	-1	0%	-13%	-4%
COc1cc(CC(=O)Nc2ccc(Cl)c(C(F)(F)F)c2)cc(OC)c1OC	-4%	-2	?	-11	-2%	?	?
CS(=O)(=O)c1ccc2nc(NC(=O)Nc3ccccc3F)sc2c1	0%	61*	-9%	73*	-3%	7%	223%[activator]
O=C(O)c1cc(-c2ccc(N3CCOCC3)cc2)nn1-c1ccccc1Cl	-4%	9	5%	14	0%	22%	46%[activator]

Single records, from the list above.
O=C(CCC1CCCCC1)NC1=NCCS1 as listed: TbPYK inhibitor: -7%; Cycloheximide cs: -4; Pf growth 96h: 10µM*; Shiga inhibitor: -1; LmPK inhibitor: 2%; HCV inhibitor: 28%; Pf growth 48h: 71%[activator]
COc1ccc(OC)c(NC(=O)CCNS(=O)(=O)c2cccc3nsnc23)c1 as listed: TbPYK inhibitor: 7%&-5%; Cycloheximide cs: -2; Pf growth 96h: ?; Shiga inhibitor: -1; LmPK inhibitor: 0%; HCV inhibitor: -11%; Pf growth 48h: 12%

Looked up above:
`CSCC(C)N1CCC(N2CCC(C(=O)NCc3ccccn3)CC2)CC1` (stereo unspecified) | HCV inhibitor = 2%
`NC(=O)COc1ccccc1C(=O)NC12CC3CC(CC(C3)C1)C2` | LmPK inhibitor = -2%

New compounds follow
SMILES	TbPYK inhibitor	Cycloheximide cs	Pf growth 96h	Shiga inhibitor	LmPK inhibitor	HCV inhibitor	Pf growth 48h
Cn1c(Cl)c(/C=N/OC(=O)c2cccc(Cl)c2)c2ccccc21	-6%	-3	122%[activator]	-9	2%	12%	35%[activator]
COc1ccc(-c2nc(NC(C)=O)sc2-c2ccccc2)cc1	-2%	14	?	-2	3%	10µM*	?
Clc1ccccc1-c1ccc2ncnc(NCc3cccnc3)c2c1	-1%	.	?	.	.	.	-5%
COCc1cc(/C=N\NC(=O)COc2ccc(Cl)cc2)ccc1OC	-1%	-4	-25%	-6	0%	-9%	24%
O=C(CN1C(=O)CSc2ncccc21)Nc1ccccc1F	2%	11	7%	-1	-7%	15%	10%
S=C(NCc1ccccc1)NC1CCCCC1	2%	10	23%	1	0%	-5%	-15%
O=C(CSc1nc2ccccc2s1)Nc1cc(S(=O)(=O)N2CCOCC2)ccc1O	?	20*	?	17	7%	5%	16%
c1ccc2c(c1)OCC(C1=NCCN1)O2 (stereo unspecified)	-2%&0%	-3	4.8µM*!	-3	5%	0%[8.37 µM]	?
O=C(N(c1ccccn1)c1ccccn1)C12CC3CC(CC(C3)C1)C2	-1%	-3	-4%	-5	1%	25%	-2%
COc1ccc(CCNC(=O)CCNS(=O)(=O)c2cccc3nonc23)cc1OC	-9%	-3	9%	21	-7%	9%	.
O=C(NCCc1ccccc1F)N[C@@H](Cc1ccccc1)C(=O)O	7%	6	41%[activator]	13	0%	13%	-3%
Cc1ccc(CNC(=O)CNC(=O)c2ccco2)cc1	-9%	4	2%	5	6%	16%	12%
CCCOC1CCCN(C(=O)c2ccc(OC3CCN(Cc4ccccn4)CC3)cc2)C1 (stereo unspecified)	-1%	14	6%	9	-7%	?	?
COc1ccc(N(C(=O)Cn2nnc3ccccc32)C(C(=O)NCc2ccco2)c2ccncc2)cc1 (stereo unspecified)	-11%	-2	16%	-21	2%	18%	-13%
CS(=O)(=O)N(CC(=O)NCc1ccc2c(c1)OCO2)Cc1ccccc1	-28%	4	?	-15	-10%	13%	4%
C=CCNC(=O)c1onc(CSc2ccccc2F)c1C(=O)O	1%	-2	-7%	28	2%	2%	36%[activator]
COCCNC(=O)C(c1ccc(O)cc1)N(C(=O)CCC(=O)Nc1nccs1)c1ccc(C)cc1 (stereo unspecified)	-13%	0	36%[activator]	22	2%	6%	?
O=C(Nc1ccc(F)cc1)C1CC2CCC1C2 (stereo unspecified)	-8%	18	?	18	2%	0%	6%
CC(C)Oc1cccc(C(=O)C2CCCN(C(=O)c3ccnn3C)C2)c1 (stereo unspecified)	5%	10	-17%	17	1%	-12%	19%
Cc1ccn2c(NC3CCCCC3)c(-c3cccc(-c4cccc(Cl)c4)c3)nc2c1	1%	.	10µM*	.	.	?	8.3µM*
COc1cc(O)oc1C=Nc1ccc(C(F)(F)F)cc1	-2%	42*	105%[activator]	34*	-16%	0%	23%
COc1ccc(OC)c(NC(=O)C(CC(C)C)NC(=O)C2CCCCC2)c1 (stereo unspecified)	8%	2	?	-6	-4%	-4%	?
COc1ccc2[nH]c(=O)c(CN(Cc3nnnn3Cc3ccco3)C3CCCCC3)cc2c1	-21%	7	5.2µM*	-1	16%	?	?
Cc1cccc(C)c1NC(=O)CNC(=O)c1ccc(N2CCCC2)c([N+](=O)[O-])c1	-25%	.	-26%	.	.	-3%	?
